# Bioassay records from PubChem BioAssay.
# DRD3 agonist: D3 dopamine receptor (human) agonism. D3R DiscoveRx beta-arrestin cells, luminescence, 90 min. hit rate 0.58% among 410,000. P35462. max activation, %; in the data active = max activation above about 30%; note: 0% is about no effect; mostly tested at two doses, the higher about 12 µM
# Target sequence (P35462 whole entry, looked up): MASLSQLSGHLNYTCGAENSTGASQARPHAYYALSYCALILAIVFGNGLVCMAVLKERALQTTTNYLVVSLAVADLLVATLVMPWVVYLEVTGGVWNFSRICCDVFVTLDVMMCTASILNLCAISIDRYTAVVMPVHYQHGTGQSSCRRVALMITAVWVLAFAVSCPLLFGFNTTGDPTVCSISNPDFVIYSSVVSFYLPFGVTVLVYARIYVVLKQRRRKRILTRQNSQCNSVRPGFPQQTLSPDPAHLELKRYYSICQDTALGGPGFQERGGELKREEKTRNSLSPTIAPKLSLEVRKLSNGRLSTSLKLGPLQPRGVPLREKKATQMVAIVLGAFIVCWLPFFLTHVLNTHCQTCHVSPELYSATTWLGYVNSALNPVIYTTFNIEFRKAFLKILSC
#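 Cells at 1500/well, incubated overnight, then treated with pinned compounds (dopamine as control) for 90 min at 37 degrees C. DiscoveRx reagent added for 30 - 60 minutes at room temperature; luminescence read.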
# HT1080NT lethal: kills 2HG-producing HT-1080-NT fibrosarcoma cells | HT-1080-NT fibrosarcoma viability, CellTiter-Glo ATP luminescence, 48 h | Potency, µM (series often up to 46.1 µM), for the others: at the top dose activity, negative = less viability, hits mostly cytotoxic | hit rate 1.6% among 360,000 | AID 686970;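 note: NT is the 2HG producing partner of a matched IDH1 knockdown line; potency is the fitted concentration of half-maximal effect; 0% = DMSO-treated cells and -100% = media-only wells without cells; nearly all actives have a fitted effect of over 55% in size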
#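 Toxicity toward the 2HG-producing NT line was scored as %Activity, normalised to DMSO and no-cell wells, from CellTiter-Glo luminescence after 48 hours' treatment.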
# MCF10A rerep: inducers of DNA re-replication in MCF 10A breast cells | AID 624296 | hit rate 2.9% among 350,000 | MCF 10A DNA re-replication, Hoechst nuclear intensity, 48 h | Potency, µM (highest dose often 46.1 µM), for the others: top-dose activity, positive = re-replication, hits mostly activators; note: potency is the fitted concentration of half-maximal effect; % of control where 0% means no effect; nearly all actives have a fitted effect of over 50% in size
# SW480 rerep: inducers of DNA re-replication in SW480 colon cancer cells; SW480 DNA re-replication, Hoechst DNA content imaging, 48 h; Potency, µM (doses to about 46.1 µM), for the others: at the highest dose re-replication activation, most hits filed as activators; hit rate 1.8% among 340,000; AID 624297; note: potency is the fitted concentration of half-maximal effect; % of control where 0% means no effect; nearly all actives have a fitted effect of over 55% in size
#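 Readout is total intensity of Hoechst-stained nuclei, excited at 405 nm and collected at 500-530 nm. Compound treatment lasted 48 hr at 37 C in 5% CO2 before staining.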
# IL-1B inflam inh: inhibitors of inflammasome signaling (IL-1 beta secretion); THP-1 LPS/ATP IL-1B secretion, AlphaLISA, 16 h; active compounds read low; activity change, % at 57.5 µM; hit rate 4.7% among 360,000; in the data active = activity change below about -50%; inconclusive = mostly about -30% to -49%; note: % is set by controls: 0 for no effect and ±100 for the full control effect
#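 Secreted IL-1B measured by AlphaLISA bead assay after 16 h compound exposure of THP-1 cells; compounds (final up to 57.5 uM) added 1 h before LPS (250 ng/mL) and ATP (1.25 mM) stimulation; lower signal means less secretion.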
# HT1080 IDH1KD tx: kills HT-1080 cells with IDH1 knockdown. HT-1080 IDH1 knockdown viability, ATP luminescence, 48 h. Potency, µM (series often up to 46.1 µM), for the others: top-dose activity, negative = toxicity, hits mostly cytotoxic. hit rate 2% among 360,000;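 note: potency is the fitted concentration of half-maximal effect; 0% = DMSO wells and -100% = cell-free medium wells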
#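 IDH1KD HT-1080 cells, 750/well, RPMI + 5% FBS; compound pinned after 2 h settling; 48 h, 37 °C; CellTiter-Glo luminescence; % activity normalised to DMSO and no-cell wells; curves fitted, classed by r2 and efficacy.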
# KB-V1 cytotox: KB-V1 MDR subline cytotoxicity. KB-V1 MDR cells viability, CellTiter-Glo, 72 h. Potency, µM (titrated, usually from 46.1 µM), inactives show at the highest dose activity change, negative = cytotoxicity, most hits filed as cytotoxic. hit rate 3.4% among 400,000; note: potency is the fitted concentration of half-maximal effect; % is set by controls: 0 for no effect and ±100 for the full control effect; nearly all actives have a fitted effect of over 60% in size
#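 Drug-selected KB-V1 cells, grown in DMEM lacking phenol red with 10% FBS, receive compound titrations; after three days at 37 degrees C, surviving cell ATP is quantified by CellTiter-Glo luminescence and responses normalized and curve-fitted.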
# KB-3-1 cytotox: kills parental KB-3-1 adenocarcinoma cells; Potency, µM (titrated, usually from 46.1 µM), for inactives: top-dose activity change, negative = cytotoxic, actives largely listed as cytotoxic; KB-3-1 viability, CellTiter-Glo ATP luminescence, 72 h; hit rate 1.4% among 400,000; AID 1347075; note: potency is the fitted concentration of half-maximal effect; % is set by controls: 0 for no effect and ±100 for the full control effect; nearly all actives have a fitted effect of over 60% in size
#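 Luminescent ATP read-out (CellTiter-Glo) measures survival of drug-naive KB-3-1 cells after 72 h compound exposure at 37 °C. Titration series was screened from lowest to highest concentration, with DMSO vehicle plates as background controls.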
# HEK293 tox: cytotoxicity counter-screen for GLP-1 receptor inverse agonists. HEK293 cAMP-luciferase reporter cells, luminescence, 24 h. Potency, µM (titrated, usually from 38.3 µM), inactives show top-dose activity change, negative = inhibition, most hits filed as inhibitors. hit rate 0.13% among 410,000. AID 624418;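 note: loss of luciferase light is scored as toxicity; potency is the fitted concentration of half-maximal effect; % is set by controls: 0 for no effect and ±100 for the full control effect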
#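 Seeding density was 200 cells/uL; after overnight-length (12 h) culture, 23 nL compounds went on for 24 h at 37 °C. Readout used a luciferase detection reagent, luminescence taken after 12 min at room temperature.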
# * hit, by the source's call; i = inactive; ? = inconclusive; . = not tested or not shown; [ ] = remark or other dose. Unless noted, calls come from the whole dose curve; as a rule, active = well fitted curve in the direction sought with a large enough effect; inconclusive = small, poorly fitted or top-dose-only effect, or another doubt; inactive = no such curve, though single readings can be large; an effect the other way counts as inactive or inconclusive.
SMILES	KB-3-1 cytotox	IL-1B inflam inh	HEK293 tox	SW480 rerep	HT1080 IDH1KD tx	KB-V1 cytotox	HT1080NT lethal	MCF10A rerep	DRD3 agonist
COc1cccc(NC(=O)Cc2nnc(SCC(=O)NC(C)c3ccccc3)n2C)c1 (stereo not drawn)	18%	35	-7%	-2%	-8%	4%	-4%	1%	-6
Cc1ccc(CCNC(=O)C2CCC(=O)N(Cc3ccccc3F)C2)o1 (stereo not drawn)	-3%	i	1%	-24%	-6%	-16%	-9%	-9%	-9
COc1ccccc1Oc1ccc(N/C=C2/CCCC2=O)cc1	?	-1	7%	2%	1%	?	6%	1%	-1
COC(=O)c1ccc2nc(-c3ccc(F)cc3)c(Cc3ccc(OC)cc3C)n2c1	-8%	-12	-13%	.	?	-2%	?	.	-23
CC(=O)c1cnc2cc(-c3ccccc3)nn2c1C	12%	3	11%	12%	12%	-4%	0%	-1%	0
CCCc1nnc(NC(=O)CCS(=O)(=O)Cc2ccccc2)s1	13%	0	-3%	-5%	12%	29%	?	8%	2
COc1ccc(-c2nn(-c3ccccc3)cc2/C=N/Nc2ccc(S(N)(=O)=O)cc2[N+](=O)[O-])cc1OC	20%	16	-27%	3%	?	-1%	?	?	-17
O=C(OCC#CCSc1nnc(-c2cccc3ccccc23)o1)c1ccc(F)cc1	18%	.	.	3%	.	?	.	?	.
O=C(Nc1ccc(S(=O)(=O)N2CCOCC2)cc1)c1ccc(Cl)cc1Cl	-20%	-1	5%	-7%	-6%	8%	-2%	1%	2
CCSC1=NCCN1S(=O)(=O)c1ccc(F)cc1	8%	11	0%	0%	-16%	25%	-14%	3%	-3
c1cc2c(cc1Oc1nc(N3CCOCC3)nc(N3CCOCC3)n1)OCO2	-2%	-29	3%	-7%	1%	0%	2%	1%	3
CCOc1cc(OCC)cc(C(=O)NC(=S)Nc2cccc(C(F)(F)F)c2)c1	15%	2	-2%	-4%	6%	?	10%	15%	-8
Cc1cccc(N(CC(=O)NC2CC2)S(=O)(=O)c2ccc(Cl)cc2)c1	8%	i	5%	-2%	4%	?	5%	-13%	2
COc1ccccc1C(=O)Nc1ccc2c(c1)CN(C(=O)CSC)CC2	26µM*	-1	-20%	?	10µM*	-22%	13µM*	12µM*	-2
Cc1c(NS(=O)(=O)c2ccc([N+](=O)[O-])cc2)c(=O)n(-c2ccccc2)n1C	-8%	13	-1%	-5%	-6%	0%	0%	-1%	21
CC(=O)Oc1ccc2c(=O)c(/C=N/c3cc(=O)[nH]c(=S)[nH]3)coc2c1	7%	57	2%	-5%	-7%	-18%	-3%	20%	-1
COc1cccc(C(=O)Nc2cc3c4c(c2)CC(=O)N4CCC3)c1	-1%	-13	-8%	-2%	-4%	-29%	-4%	-2%	-8
O=C(NCC(=O)N1CCN(c2ccccn2)CC1)c1ccc(Br)o1	-5%	5	4%	-6%	6%	5%	18%	0%	0
CC(=O)N(CCC(Cc1ccccc1)c1ccc2c(c1)OCO2)Cc1ccc(Cl)cc1 (stereo not drawn)	?	?	?	?	?	?	?	16µM*	0
Cc1cccc(C)c1NC(=O)C1c2ccccc2OCC(=O)N1Cc1ccc2c(c1)OCO2 (stereo not drawn)	-10%	-12	3%	.	-2%	35%	-1%	.	-2
Cc1n[nH]c(C)c1S(=O)(=O)N1CCCC(C(=O)NCc2ccccc2Cl)C1 (stereo not drawn)	-2%	-8	0%	4%	5%	-24%	0%	-4%	7
Cc1cccc(C(=O)NCC(=O)N2CCN(c3ccc(Cl)cc3)CC2)c1	?	-12	-10%	-18%	-20%	0%	-5%	3%	5
Cc1ccc(OCCN2CCN(c3ncnc4sc(C)c(C)c34)CC2)cc1	?	?	-30%	?	-26%	0%	-21%	23µM*	33*
CCS(=O)(=O)N1CCCc2cc(C(=O)Nc3cc([N+](=O)[O-])ccc3C)ccc21	-9%	.	-8%	.	.	?	.	.	4
Cc1ccc(C23CC4CC(CC(NC(=O)N5CCN(C)CC5)(C4)C2)C3)cc1	1%	?	-2%	14%	-6%[9.24 µM]	-23%	?	17%	-18
CCOC(=O)c1cnc2c(ccc3ccccc32)c1Nc1ccc(OCC)cc1	7%	.	-6%	.	.	-8%	.	.	-2
CCOc1ccc(C2/C(=C(/O)c3ccc(F)cc3)C(=O)C(=O)N2CCCN(C)C)cc1 (stereo not drawn)	19%	26	-8%	-3%	6%	?	3%	?	-1
CN1/C(=C\C(=S)NC(=O)c2ccccc2Cl)C(C)(C)c2ccccc21	?	-54*	8%	-2%	-19%	-14%	-19%	?	-5
COc1ccc(Cl)cc1NC(=O)COC(=O)C1CCCCC1	17%	-10	-1%	-5%	-1%	?	-3%	2%	17
C[C@@H]1CN([C@H](C)CO)S(=O)(=O)c2ccc(Br)cc2O[C@H]1CN(C)C(=O)Nc1ccccc1	8%	?	-9%	.	11%	?	15%	.	0
COc1ccc(N2C(=O)C(Cl)=C(N3CCCC3)C2=O)cc1	-6%	2	11%	-5%	-9%	-15%	-5%	15%	2
CCOc1ccc(OC(=O)c2cccnc2)cc1	16%	2	-16%	13%	0%	0%	5%	2%	-2
O=[N+]([O-])c1ccc2nnn(O)c2c1	11%	10	-15%	-697%[inhibitor]	1%	6%	19%	5%	1
COc1ccccc1C(=O)NCCSCc1ccccc1Cl	4%	?	-5%	-2%	-10%	?	-2%	1%	4
CC(C)Cc1cc(CNC(=O)C2CCC(=O)N(Cc3cccc(C(F)(F)F)c3)C2)on1 (stereo not drawn)	.	-4	-13%	1%	15%	.	9%	4%	4
COc1ccc(CN(C(=O)c2cccc(OC)c2)C2CCS(=O)(=O)C2)cc1 (stereo not drawn)	?	15	0%	-4%	10%	-1%	8%	2%	-1
Cc1cc(F)ccc1NC(=O)C1CCC(CNS(=O)(=O)c2ccc3c(c2)CCCC(=O)N3)CC1 (stereo not drawn)	-21%	.	2%	.	.	0%	.	.	0
O=S(=O)(c1ccc(F)cc1)N1CCn2c(nc3ccccc32)C1	-1%	-5	4%	-14%	-2%	10%	7%	-2%	6
COc1ccc(-c2cc(C)nc(SCc3cccc(C(=O)O)c3)n2)cc1	16%	24	-12%	1%	2%	0%	-1%	?	-8
O=C(CNC(=O)N1CC(=O)Nc2ccccc21)Nc1ccccc1	-3%	5	-7%	-6%	0%	0%	2%	1%	10
O=S(=O)(Cc1noc(-c2ccc(Cl)cc2)n1)Cc1ccco1	-10%	-14	2%	-4%	-5%	?	-8%	0%	-3
Cc1noc(C)c1S(=O)(=O)N1CCC(C(=O)N2CCN(c3ccccc3Cl)CC2)CC1	-7%	-6	1%	17%	-5%	0%	-1%	-1%	2
CCN(CC(=O)Nc1ccc(C(C)=O)cc1)CC(=O)Nc1ccccc1C(F)(F)F	-1%	45	-5%	9%	8%	-12%	0%	-8%	2
CC(C)NC(=O)c1cc2ccccc2o1	-2%	-10	8%	-4%	11%	-13%	-1%	-7%	-6
Cc1ccc(S(=O)(=O)NCCc2nnc3ccc(SCC(=O)Nc4ccc(F)cc4F)nn23)cc1	0%	.	-11%	.	.	13%	.	.	2
O=C(COC(=O)c1cc([N+](=O)[O-])ccc1N1CCOCC1)c1ccc(F)cc1	-2%	22	-11%	4%	-13%	-22%	-2%	0%	-2
Cc1cc(Nc2cccc(C)c2C)n2nc(C)nc2n1	-2%	1	3%	-4%	0%	12%	11%	11%	3
O=c1c2ccccc2nc(SCc2nnc(-c3ccccc3Br)o2)n1Cc1ccco1	5%	?	?	?	0%[9.24 µM]	?	?	?	9
CCOc1cc(C)nc(Oc2ccc(=O)[nH]n2)n1	3%	12	5%	-2%	7%	7%	13%	-9%	9
CCOc1ccc(OCC)c(NC(=O)c2cnc3c(-c4ccccc4)c(C)nn3c2C)c1	5%	.	-5%	.	.	12%	.	.	15
CCCC(NCC(O)COc1ccc(-c2ccccc2)cc1)c1ccccc1 (stereo not drawn)	?	-77*	?	5.2µM*	13µM*	?	-27%	4.1µM*	4
O=c1[nH]cncc1OCc1ccccc1	-5%	-4	-3%	-4%	7%	-2%	5%	-3%	9
O=C(COC(=O)[C@H](Cc1ccccc1)N1C(=O)c2ccccc2C1=O)Nc1ccc2c(c1)OCO2	-7%	0	-6%	0%	8%	9%	10%	5%	20
COc1ccc(N2CCN(Cc3cc(OC)c(O)c([N+](=O)[O-])c3)CC2)cc1	14%	17	-13%	-2%	5%	2%	-6%	11%	-3
CC(NC(=O)Nc1ccccc1)C(c1cccs1)N1CCN(c2ccccc2)CC1 (stereo not drawn)	-5%	-13	0%	12%	1%	2%	20%	0%	-7
CCOc1ccc(S(=O)(=O)N2CCCC(C(=O)NCC3CCCO3)C2)cc1Cl (stereo not drawn)	8%	-10	-1%	1%	-8%	-19%	2%	3%	-6
COc1cccc(S(=O)(=O)Nc2ccc3c(c2)OCCO3)c1	-2%	6	-7%	0%	-10%	?	-10%	8%	1
CSc1nc(-c2ccccc2)nn1C(=O)c1ccco1	5%	1	-12%	-11%	15%	13%	14%	12%	-1
Cc1ccc(Cn2c(/C=C/c3ccco3)nc3ccccc32)cc1	0%	-105*	-11%	-9%	?	?	-1%	-2%	-2
